Screening results: PubChem, Southern Research Specialized Biocontainment Screening Center
M. tuberculosis HTS: M. tuberculosis growth inhibition, HTS (AID 449762). M. tuberculosis H37Rv growth inhibition, 7H9 media; higher % means a stronger effect. 330,000 tested, 0.59% active. one-dose inhibition, % at 25 µM; IC50 in µM for titrated hits; in the data active = a potency from the dose series; inconclusive = inhibition above about 70% without an active follow-up result;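 note: bacterial growth assessed after seven days of incubation; strong numbers were not always called active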
VEEV TC-83 Vero: inhibitors of VEEV TC-83 cytopathic effect, confirmation, Vero cells (AID 588727); Vero cells, VEEV TC-83 cytopathic effect inhibition; higher % means a stronger effect; one-dose inhibition, % at 20 µM; IC50 in µM for titrated hits; 350,000 tested, 0.13% active; in the data active = a potency from the dose series; inconclusive = inhibition mostly from about 14% at the one dose, without a potency; inactive = the rest, 99 in 100 with inhibition below about 12%; note: strong numbers were not always called active
PhoP GFP inhibition: PhoP regulon inhibitors, Salmonella typhi PhoP promoter GFP reporter, confirmatory (AID 1850). Salmonella Typhi PhoP-promoter GFP reporter, fluorescence, 4 h; higher % means a stronger effect. inhibition, % at 50 µM, or IC50 in µM where a hit was titrated. 310,000 tested, 0.33% active; in the data active = a potency from the dose series; inconclusive = inhibition mostly from about 25% at the one dose, without a potency; inactive = the rest, 99 in 100 with inhibition below about 19%;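 note: 0% = induced wells with vehicle and 100% = uninduced wells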
M. tuberculosis: growth inhibition of non-replicating M. tuberculosis (AID 488890); Mycobacterium tuberculosis non-replicating, growth inhibition; higher % means a stronger effect; inhibition, % at 25 µM, or IC50 in µM where a hit was titrated; 320,000 tested, 0.39% active; in the data active = a potency from the dose series; inconclusive = inhibition mostly from about 82% at the one dose, without a potency; inactive = the rest, 99 in 100 with inhibition below about 76%;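 note: plate controls were DMSO cells for no effect and high antibiotic wells for full effect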
influenza NS1A: NS1A inhibition, H1N1 influenza, cell based functional assay (AID 504329) | NS1A functional cell-based assay, percent inhibition; higher % means a stronger effect | inhibition, % at 12.5 µM, or IC50 in µM where a hit was titrated | 340,000 tested, 0.3% active; in the data active = a potency from the dose series; inconclusive = inhibition above about 27% without an active follow-up result; note: strong numbers were not always called active
Active calls of the source: *; i = inactive; ? = inconclusive; . = not tested or not shown; & = joins results of further samples. Random draw from the library, and some 1.5% of all compounds hit somewhere here.

SMILES | M. tuberculosis HTS | VEEV TC-83 Vero | PhoP GFP inhibition | M. tuberculosis | influenza NS1A
Cc1ccc(-c2noc(CCC(=O)Nc3ccc(C)cn3)n2)cc1 | 58.3% | 2.1% | 14.7% | ? | -5.8%
Cc1ccc(S(=O)(=O)Nc2cc(C(=O)NCCN(C)C)ccc2N2CCCCC2)cc1 | 5.9% | 0.5% | -15.1% | 24.3% | 4.5%
COc1cc(C(=O)NCc2nnc(SCC(=O)Nc3ccc4c(c3)OCO4)o2)cc(OC)c1OC | -3.4% | 0.0% | 1.3% | -1.0% | 3.5%
COc1ccc(CN2CCN(Cc3ccco3)CC2)c(OC)c1 | 3.4% | 0.4% | -15.7% | -3.3% | 18.3%
CC(C)Oc1ccc(C(=O)Nc2cccc(S(=O)(=O)N3CCCC3)c2)cc1 | 0.1% | 6.1% | . | 23.9% | 12.8%
COc1ccccc1/C=C/C1(C(=O)NC2CCCC2)CC(=O)N1c1ccc(C)cc1 (stereo not given) | -9.4% | 5.8% | -0.6% | 10.7% | 8.6%
Cc1nn(CCC(=O)NNC(=S)Nc2ccc(Cl)cc2)c(C)c1[N+](=O)[O-] | -1.5% | 3.1% | -12.9% | 6.0% | 0.3%
COc1ccc(-c2c[nH]c(=O)[nH]c2=O)cc1OC | -1.6% | 1.2% | 0.4% | -9.6% | 4.9%
CCN(CC)c1ccc2c(Nc3ccccc3)c(C=O)c(=O)oc2c1 | -0.6% | 1.5% | -8.8% | 3.4% | 4.9%
Cc1ccccc1C(=O)c1c[nH]c(C(=O)NCc2cccs2)c1 | -5.0% | 8.7% | 6.4% | -20.7% | 0.8%
COc1cccc(-c2csc(N3CCN(CC(=O)NNC(=O)c4ccc(Br)cc4)CC3)n2)c1 | -7.2% | 0.1% | -2.7% | 3.1% | -17.3%
COc1ccccc1OCc1nnc(SCC(N)=O)n1-c1ccccc1 | -2.7% | 2.4% | -1.0% | -6.4% | -4.6%
Cc1ccccc1CN1CCN(S(=O)(=O)c2ccc(F)cc2)CC1 | 2.5% | 1.3% | 8.3% | 13.8% | 7.7%
CN1/C(=C\C(=S)NC(=O)c2ccccc2Cl)C(C)(C)c2ccccc21 | -6.0% | 0.8% | -4.4% | -0.1% | 29.3µM*
O=C(CCSc1nc2ccccc2o1)N1CCOCC1 | 10.5% | i | -1.7% | ? | 4.4%
NC1=NC[C@H](Cc2ccccc2)N1CCc1cccc(F)c1 | 5.0% | 0.2% | 2.7% | 35.2% | -3.6%
O=C(c1ccccc1)c1ccc2nc(-c3ccc(NC(=O)c4ccccc4Br)cc3)[nH]c2c1 | ? | 3.0% | -4.1% | 61.7% | -3.5%
C1=C(c2ccccc2)CCNC1 | -17.6% | 1.2% | 3.1% | -10.9% | 10.0%
O=C(Nc1ccc(NS(=O)(=O)c2ccccc2)cc1)c1ccccc1Cl | -3.8% | 3.1% | . | 0.8% | 1.8%
COc1ccc(CNCc2ccc3c(c2)OCO3)cc1Br | -2.4% | 0.7% | 4.8% | 2.0% | 7.0%
O=C(Nc1ccnn1C1CCN(C2CCC2)CC1)c1cccc(F)c1 | 2.0% | i | -2.7% | 5.5% | -12.3%
O=S(=O)(c1ccc(Cl)cc1)N(Cc1ccccn1)Cc1ccccn1 | -5.5% | 0.4% | 1.1% | -3.6% | -0.8%
CCOC(=O)CNc1nc(Cl)nc(Nc2ccc(OC)cc2OC)n1 | -7.2% | i | 6.1% | 26.7% | 17.0%
COC(=O)C(NC(C)=O)(Nc1cccc(C)n1)C(F)(F)F (stereo not given) | 0.2% | 2.0% | 2.5% | -6.1% | -7.2%
CC1Cc2ccccc2N1C(=O)c1cnc2n(c1=O)CCS2 (stereo not given) | 1.5% | i | -3.3% | -3.4% | -0.8%
O=C1CC(c2ccccc2)CC(O)=C1C=NC1CCCCC1 (stereo not given) | -2.5% | 2.2% | 9.2% | -11.2% | -0.8%
Cc1ccc(NC(=O)COC(=O)CCc2c(C)nc3ncnn3c2C)cc1 | 1.2% | 0.4% | . | 0.5% | -15.0%
Cc1cccc(CN2CCCC(C(=O)N3CCCCC3)C2)c1 (stereo not given) | -3.5% | 0.7% | -6.0% | 16.5% | -6.4%
Cc1ccc(C(=O)NCCNC(=O)COc2ccc(C)c(C)c2)cn1 | -6.1% | i | 4.6% | -0.7% | 3.5%
CCCn1c(N)c(N(CCOC)C(=O)C(C)Oc2ccc(F)cc2)c(=O)[nH]c1=O (stereo not given) | 0.4% | 0.1% | 1.4% | -12.7% | -18.6%
Cc1ccc(C(=O)N(CCc2ccccc2)Cc2ccccc2)cc1S(=O)(=O)N1CCOCC1 | . | 4.7% | . | . | 5.3%
COCC(=O)NC(C)c1nc2ccccc2[nH]1 (stereo not given) | -9.7% | 0.6% | -7.6% | -3.9% | 5.5%
NC(=O)c1ccc(C(F)(F)F)n(Cc2c(Cl)cccc2Cl)c1=O | 6.9% | i | 0.0% | 7.3% | -0.3%
O=C(CCN1C(=O)C2C3CCC(C3)C2C1=O)Nc1ccc(F)cc1 (stereo not given) | . | 1.6% | . | . | -5.6%
CCOc1ccc(C(=O)N/N=C/c2cc(Cl)ccc2[N+](=O)[O-])cc1 | -8.0% | 0.6% | -5.4% | -35.7% | 4.4%
COC(=O)CN1C(=O)[C@H]2[C@@H](c3ccc(C)o3)N3C(=O)CN(Cc4ccccn4)C(=O)[C@@]3(Cc3ccccc3)[C@H]2C1=O | -3.0% | 1.9% | 7.7% | 7.4% | -8.6%
CNS(=O)(=O)Cc1ccc2[nH]cc(CCN(C)C)c2c1 | 4.0%&6.8% | i | -4.4%&-8.2% | -5.3%&-10.5% | -10.2%&5.2%
CCn1c(SCC(=O)NCC2CCCO2)nnc1-c1ccccc1 (stereo not given) | 1.1% | i | -6.3% | -2.5% | 3.6%
COc1ccc(CSc2nnnn2-c2ccc(C(N)=O)cc2)cc1[N+](=O)[O-] | 8.6% | 0.8% | 4.9% | 9.8% | 2.9%
COc1ccc(CCNC(=O)C(C)OC(=O)c2ccco2)cc1OC (stereo not given) | 5.3% | 3.4% | -14.0% | 41.1% | 5.6%
Cc1ccc(S(=O)(=O)N2CCN(C(=O)COC(=O)CCc3ccccc3)CC2)c(C)c1 | 1.9% | i | . | 15.7% | -2.5%
CN(C)c1ccc(N=Cc2cccn2C)cc1 | -1.0% | i | 8.6% | 38.6% | ?
COc1ccc(/C=N/NC(=O)c2cccc([N+](=O)[O-])c2)cc1O | ? | 0.3% | 2.4% | 8.5% | 0.8%
CC(=O)c1ccc(NC(=O)Nc2ccccc2)cc1 | -3.4% | 0.7% | 6.6% | 15.8% | 4.1%
Cc1cc(=O)[nH]c(N/N=C/c2cc(C)n(CC(F)(F)F)c2C)n1 | 4.6% | 0.4% | 3.6% | 4.3% | -9.0%
COc1ccc(C(=O)NCC(=O)c2ccccc2)cc1 | -10.8% | 1.0% | -9.2% | 55.0% | -6.1%
CC(NC(=O)c1ccccc1F)c1nnc(SCc2nc3ccccc3c(=O)[nH]2)n1C (stereo not given) | -4.7% | 0.1% | -0.6% | -21.5% | -19.8%
COc1cccc(CN2CCC(Oc3ccc(C(=O)N4CCCCC4)cc3)CC2)c1O | -4.6% | 1.9% | -5.0% | -8.2% | -7.7%
CN(C)c1ccc(C2Nc3cccc4cccc(c34)N2)cc1 | 12.3% | 2.7% | 0.2% | 58.7% | 2.0%
COc1cc2ncnc(NCc3ccc(Cl)cc3)c2cc1OC | -1.9% | 3.6% | 3.7% | 26.8% | -0.1%
Cn1c(CSCc2ccccc2Cl)n[nH]c1=S | 3.1% | 1.0% | -6.6% | -0.1% | -5.5%
COc1ccc(S(=O)(=O)N2CCN(CC(=O)Nc3ccccc3OC)CC2)cc1 | 6.0% | i | -18.9% | 3.1% | 0.8%
O=C(N=Nc1c(O)[nH]c2ccc(Br)cc12)c1cc(-c2cccs2)nc2ccccc12 | . | 10.1% | . | . | -12.6%
COc1ccc(CCC(=O)Nc2nnc(C)s2)cc1 | 11.1% | i | 8.5% | 2.7% | .
CCOC(=O)c1ccccc1-c1csc(NS(=O)(=O)c2ccc(Cl)cc2)n1 | 0.4% | 4.7% | -6.1% | 47.2% | -1.7%
NC(=O)CCC(NC(=O)c1ccc(Cl)cc1)C(=O)O (stereo not given) | 7.9% | i | 2.0% | 2.5% | -12.0%
CNC(=S)NC1CC2CCCC(C1)N2Cc1ccc(C)cc1 (stereo not given) | -9.3% | 0.4% | 13.9% | 7.6% | 15.3%
CCOc1ccc(/C=N/NC(=O)c2ccc(O)cc2)cc1CN1CC2CC(C1)c1cccc(=O)n1C2 (stereo not given) | 5.0% | 1.8% | . | -9.2% | -0.2%
Cn1c(=O)c2c(nc(Cc3ccccc3)n2C)n(C)c1=O | 4.0% | 0.6% | 4.5% | 2.4% | 3.1%
CCc1nc(SCc2ccc(OCC(C)C)cc2)n[nH]1 | 8.7% | 0.5% | -4.5% | ? | -2.5%

(continued)
SMILES | M. tuberculosis HTS | VEEV TC-83 Vero | PhoP GFP inhibition | M. tuberculosis | influenza NS1A
COc1ccccc1NC(=O)Nc1cccc(C)n1 | 2.1% | 1.8% | 5.9% | -18.8% | 14.8%
COc1cc(OC)cc(C(=O)N2CCCc3ccccc32)c1 | 3.4% | i | 3.6% | 4.3% | -2.1%
CCCCNc1c(-c2ccc(-c3cccc(Cl)c3)cc2)nc2ccc(Cl)cn12 | -2.8% | 3.8% | . | 60.3% | -8.2%
Cc1ccc(S(=O)(=O)NCc2ccccc2)cc1C(=O)N1CCCC(C(F)(F)F)C1 (stereo not given) | 0.7% | 3.2% | 2.2% | 12.0% | -11.1%
COc1ccc(OCC(=O)Nc2ccc3nc(C)sc3c2)cc1 | ? | 0.4% | 3.7% | ? | -3.3%
Cc1cc(C)cc(SCc2noc(C(=O)NCCN(C)C)c2C(=O)NCCN(C)C)c1 | -4.0% | 4.4% | 9.9% | 13.9% | -2.0%
CC(C(=O)Nc1ccc(N2CCOCC2)cc1)N1C(=O)NC(C)(C)C1=O (stereo not given) | -8.5% | 0.4% | . | 3.6% | -1.7%
Cc1cc(Cl)nc(Cl)c1C(=O)NC(=O)NCCC(C)C | 7.8% | 1.6% | 1.6% | 28.9% | 3.5%
CCCNC(=O)N[C@@H](CCSC)C(=O)OC | 3.0% | 0.5% | -3.3% | -6.7% | -4.0%
O=C(c1ccc2c(c1)OCCO2)N1CCN(Cc2c(F)cccc2Cl)CC1 | -0.7% | 1.4% | . | 7.2% | -4.9%
COc1ccc(N(CC(=O)Nc2ccc(Cc3ccncc3)cc2)S(=O)(=O)c2ccccc2)cc1 | 1.5% | 0.1% | 4.8% | -4.5% | 2.1%

For reference, part of the list above.
SMILES | M. tuberculosis HTS | VEEV TC-83 Vero | PhoP GFP inhibition | M. tuberculosis | influenza NS1A
COc1cc(OC)cc(C(=O)N2CCCc3ccccc32)c1 | 3.4% | i | 3.6% | 4.3% | -2.1%
CCCCNc1c(-c2ccc(-c3cccc(Cl)c3)cc2)nc2ccc(Cl)cn12 | -2.8% | 3.8% | . | 60.3% | -8.2%
Cc1ccc(S(=O)(=O)NCc2ccccc2)cc1C(=O)N1CCCC(C(F)(F)F)C1 (stereo not given) | 0.7% | 3.2% | 2.2% | 12.0% | -11.1%
COc1ccc(OCC(=O)Nc2ccc3nc(C)sc3c2)cc1 | ? | 0.4% | 3.7% | ? | -3.3%
Cc1cc(C)cc(SCc2noc(C(=O)NCCN(C)C)c2C(=O)NCCN(C)C)c1 | -4.0% | 4.4% | 9.9% | 13.9% | -2.0%
CC(C(=O)Nc1ccc(N2CCOCC2)cc1)N1C(=O)NC(C)(C)C1=O (stereo not given) | -8.5% | 0.4% | . | 3.6% | -1.7%
Cc1cc(Cl)nc(Cl)c1C(=O)NC(=O)NCCC(C)C | 7.8% | 1.6% | 1.6% | 28.9% | 3.5%
CCCNC(=O)N[C@@H](CCSC)C(=O)OC | 3.0% | 0.5% | -3.3% | -6.7% | -4.0%
O=C(c1ccc2c(c1)OCCO2)N1CCN(Cc2c(F)cccc2Cl)CC1 | -0.7% | 1.4% | . | 7.2% | -4.9%
COc1ccc(N(CC(=O)Nc2ccc(Cc3ccncc3)cc2)S(=O)(=O)c2ccccc2)cc1 | 1.5% | 0.1% | 4.8% | -4.5% | 2.1%

One compound at a time (already shown).
`COc1ccc(OCC(=O)Nc2ccc3nc(C)sc3c2)cc1` in the list: M. tuberculosis HTS = ?; VEEV TC-83 Vero = 0.4%; PhoP GFP inhibition = 3.7%; M. tuberculosis = ?; influenza NS1A = -3.3%
`Cc1cc(C)cc(SCc2noc(C(=O)NCCN(C)C)c2C(=O)NCCN(C)C)c1` in the list: M. tuberculosis HTS = -4.0%; VEEV TC-83 Vero = 4.4%; PhoP GFP inhibition = 9.9%; M. tuberculosis = 13.9%; influenza NS1A = -2.0%
